Epigenetic reg = Quantitative High-Throughput Screen for Regulators of Epigenetic Control. actives 0.2% (n = 280,000). Potency, µM (titrated, usually from 53.9 µM), without a hit: at the top dose GFP activation, most hits filed as activators. murine LDR cells, GFP reporter derepression, 30 h; also: potency is read from the fitted curve at half-maximal effect; % of control where 0% means no effect; nearly all actives have a fitted effect of over 60% in size
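Reporter derepression read as number of fluorescent GFP-positive objects, 20-120 um in size, counted by laser-scanning cytometer. Mouse LDR line with an epigenetically silenced CMV-GFP locus; compound incubation 30 h, 37 C.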
TRb SRC2 PPI = qHTS for Inhibitors of the Interaction of Thyroid Hormone Receptor and Steroid Receptor Coregulator 2; TRbeta-SRC2 peptide binding, fluorescence polarization; receptor liganded with 1 µM T3; Potency, µM (doses to about 106 µM), for inactives: at the highest dose activity change, negative = inhibition, hits mostly inhibitors; AID 1469, 2008; actives 0.065% (n = 280,000);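 also: potency is read from the fitted curve at half-maximal effect; plate controls were bound peptide for no effect and peptide without receptor for full effect; nearly all actives have a fitted effect of over 50% in size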
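Quantitative HTS by FP: 0.6 uM TRb LBD, 20 nM labeled SRC2 20-mer, 1 uM T3, 5% DMSO; 5 hr ambient incubation; % activity per concentration and potencies from concentration series.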
TR SRC2 fluor cs = Total Fluorescence Counterscreen for Inhibitors of the Interaction of Thyroid Hormone Receptor and Steroid Receptor Coregulator 2; TRb/SRC2 Texas Red total fluorescence interference; Potency, µM (highest dose often 106 µM), for inactives: top-dose fluorescence change, negative = quenching; actives 0.29% (n = 280,000); active = well fitted curve in either direction with a large enough effect; inconclusive = small, poorly fitted or top-dose-only effect; also: potency is read from the fitted curve at half-maximal effect; % is scaled to controls: 0 for no effect and ±100 for the full control effect
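Human TRb ligand-binding domain at 0.6 uM with 20 nM Texas Red SRC2 peptide in Tris buffer containing 1 uM T3 and 5% DMSO, incubated with compound 5 h at ambient temperature. Total fluorescence (555/632 nm) calculated as parallel + 2 × perpendicular.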
Tau fibril FP = qHTS for Inhibitors of Tau Fibril Formation, Fluorescence Polarization; Microtubule-associated protein tau (Homo sapiens), P10636; K18 P301L tau heparin fibrillization, Alexa594 FP, 6 h; Potency, µM (highest dose often 57.7 µM), for inactives: at the highest dose activity, negative = inhibition, usual class: inhibitors; actives 0.39% (n = 280,000); AID 1468, 2008; also: potency is read from the fitted curve at half-maximal effect; % is scaled to controls: 0 for no effect and ±100 for the full control effect; nearly all actives have a fitted effect of over 55% in size
Target sequence (P10636 561-689 P618L limits assumed): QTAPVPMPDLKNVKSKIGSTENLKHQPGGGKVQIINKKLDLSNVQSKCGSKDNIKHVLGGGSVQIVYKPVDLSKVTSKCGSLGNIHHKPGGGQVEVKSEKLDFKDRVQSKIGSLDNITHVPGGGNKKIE
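FP of Alexa 594-tau after heparin (20 uM) induction. Substrate: human K18 P301L, 15 uM unlabeled, 0.24 uM labeled. Buffer 100 mM sodium acetate pH 7. 6 hr, 37 C.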
CBFb-RUNX1 inh = qHTS Assay for Compounds Blocking the Interaction Between CBF-beta and RUNX1 for the Treatment of Acute Myeloid Leukemia | Runt-related transcription factor 1 (Homo sapiens) + Core-binding factor subunit beta … | AlphaScreen CBFb-His/RUNX1-biotin binding, biochemical | Potency, µM (series often up to 59.8 µM), for inactives: at the top dose activity, negative = inhibition, usual class: inhibitors | 230,000 tested, under 10 active; also: % of control where 0% means no effect
Target sequence (Q01196 whole entry, looked up): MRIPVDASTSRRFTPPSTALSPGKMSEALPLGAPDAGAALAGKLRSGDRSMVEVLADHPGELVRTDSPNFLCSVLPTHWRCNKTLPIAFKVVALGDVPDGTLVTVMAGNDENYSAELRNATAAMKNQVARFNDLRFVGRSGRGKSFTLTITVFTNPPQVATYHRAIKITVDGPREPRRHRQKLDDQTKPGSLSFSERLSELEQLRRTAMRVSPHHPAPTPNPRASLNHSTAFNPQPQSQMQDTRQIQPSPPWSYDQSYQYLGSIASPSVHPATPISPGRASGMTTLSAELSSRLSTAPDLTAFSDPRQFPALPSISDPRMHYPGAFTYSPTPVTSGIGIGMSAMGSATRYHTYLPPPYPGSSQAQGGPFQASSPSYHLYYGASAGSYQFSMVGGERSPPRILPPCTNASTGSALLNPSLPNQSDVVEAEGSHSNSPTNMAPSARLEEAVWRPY
Target sequence (Q13951 whole entry, looked up): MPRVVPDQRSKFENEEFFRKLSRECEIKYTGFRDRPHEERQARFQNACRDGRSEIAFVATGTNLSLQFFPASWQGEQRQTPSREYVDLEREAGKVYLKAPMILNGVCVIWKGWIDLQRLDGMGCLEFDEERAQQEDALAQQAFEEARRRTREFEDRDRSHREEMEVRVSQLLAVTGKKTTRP
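Room-temperature protein-protein interaction test with 30 nM each of His-tagged CBF-beta and biotinylated RUNX1, 15 min with compound, then 90 min with nickel plus streptavidin beads. Signal read in AlphaScreen mode.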
NPSR antagonist = qHTS Assay for Antagonists of the Neuropeptide S Receptor: cAMP Signal Transduction | Q6W5P4 | CHO-NPSR cells, cAMP TR-FRET, antagonist mode | Potency, µM (doses to about 38.3 µM), without a hit: at the top dose activity change, negative = inhibition, hits mostly inhibitors | actives 1% (n = 220,000) | AID 1461, 2008; also: potency is read from the fitted curve at half-maximal effect; % is scaled to controls: 0 for no effect and ±100 for the full control effect; nearly all actives have a fitted effect of over 50% in size; many of its hits are not listed in these tables
Tau fluor cs = Counterscreen qHTS for Inhibitors of Tau Fibril Formation, Fluorescence Polarization. tau K18 P301L Alexa594 fluorescence, heparin fibrillization. Potency, µM (series often up to 57.7 µM), without a hit: at the top dose activity change, negative = decrease. actives 0.93% (n = 280,000). AID 1463, 2008; also: potency is read from the fitted curve at half-maximal effect; % is scaled to controls: 0 for no effect and ±100 for the full control effect; nearly all actives have a fitted effect of over 55% in size
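Human tau K18 P301L (15 uM unlabeled, 0.24 uM Alexa 594-labeled) in 100 mM sodium acetate pH 7 with 20 uM heparin, 6 hr at 37 C. ThT 30 uM added, 1 hr ambient; Alexa 594 FP and total fluorescence read at 555/632 nm.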
GLA spleen mod = qHTS Assay for Inhibitors and Activators of Human alpha-Galactosidase From Spleen Homogenate; Alpha-galactosidase A (Homo sapiens), P06280; human spleen homogenate, 4MU-alpha-Gal fluorescence, 40 min; Potency, µM (highest dose often 80 µM), for inactives: top-dose activity change, negative = inhibition, usual class: inhibitors; actives 0.008% (n = 240,000); AID 2107, 2009;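 also: potency is read from the fitted curve at half-maximal effect; 0% = enzyme with vehicle and -100% = no enzyme basal signal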
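Human spleen homogenate (1 ug) was the enzyme source, with 4-methylumbelliferyl-alpha-D-galactopyranoside (1 mM final) in pH 5.0 citrate buffer with 0.01% Tween-20. Compounds were titrated; after 40 min at 37C, NaOH/glycine stop, 4-MU fluorescence read; AC50 from Hill fits.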
Numbers without * were called inactive; u = inconclusive; x = not tested or not shown; & = joins results of further samples; [ ] = remark or other dose. Unless noted, calls follow the shape of the dose curve; as a rule, active = well fitted curve in the direction sought with a large enough effect; inconclusive = small, poorly fitted or top-dose-only effect, or another doubt; inactive = no such curve, though single readings can be large; an effect the other way counts as inactive or inconclusive.

Structure,Epigenetic reg,TRb SRC2 PPI,TR SRC2 fluor cs,Tau fibril FP,CBFb-RUNX1 inh,NPSR antagonist,Tau fluor cs,GLA spleen mod
CCC(C)NCCCCOc1ccc(C)cc1[N+](=O)[O-] (stereo not given),-0.9%,-2%,1%,-1%,0%,-2%[46.1 µM],1%,5%
COc1ccc(N2CCN(C(CNC(=O)C(=O)NCc3ccncc3)c3ccco3)CC2)cc1 (stereo not given),1.9%,-4%,-2%,6%,-13%,9%,-8%,-20%
CC(C)Cn1c(-c2ccc(C#N)cc2)nc2c1c(=O)[nH]c(=O)n2CC(C)C,0.1%,1%,3%,2%,3%,-10%[46.1 µM],-14%,-4%
Cc1nc(SCc2ccccc2C)n[nH]1,-1.1%,9%,2%,1%,2%,-6%[46.1 µM],1%,5%
CN([C@@H](Cc1ccc(OS(=O)(=O)c2cccc3cnccc23)cc1)C(=O)N1CCN(c2ccccc2)CC1)S(=O)(=O)c1cccc2cnccc12,-0.1%&4.8%,7%&-6%,0%&3%,1%&10%,-4%&-12%,-26%,u,11%&0%
Cc1ccc(N2C(=O)[C@@H]3[C@H](C2=O)C2c4ccccc4C=CN2[C@@H]3C(=O)c2ccco2)c(C)c1 (stereo not given in full),1.1%,u,3%,u,-8%,-13%[46.1 µM],-27%,-3%
COc1ccc(Cl)cc1NC(=O)c1c(-c2ccccc2)noc1C,-2.1%,-2%,-3%,-8%,9%,-18%[46.1 µM],-2%,-7%
O=C1c2cccc3cccc(c23)C(=O)N1c1cccnc1,0.9%,4%,2%,13µM*,4%,-15%[46.1 µM],u,5%
O=C(Cc1ccccc1)Nc1nnc(SCC(=O)NC2CCCC2)s1,0.3%,6%,-1%,-2%,8%,10%,1%,4%
Cc1c(NC2=NC3(CCCCC3)Cc3ccccc32)c(=O)n(-c2ccccc2)n1C,-0.8%,-20%,-2%,-2%,-3%,14%[46.1 µM],-2%,-12%
C=CCn1c(=O)[nH]c2cc(C(=O)N3CC=C(c4ccccc4)CC3)ccc2c1=O,4.4%,-2%,-2%,-8%,-11%,-16%,-13%,-2%
Cc1nn(CC2CC2)c(=O)n1N(C)c1ncc(C(F)(F)F)cc1Cl,-1.2%,-1%,-1%,3%,10%,4%,2%,1%
CCC(=O)NC(Nc1c(C)n(C)n(-c2ccccc2)c1=O)C(Cl)(Cl)Cl (stereo not given),0.0%,8%,-4%,3%,3%,4%,-4%,1%
O=C(Nc1nnc(C(F)(F)F)s1)c1ccc(Br)s1,-0.2%,4%,-8%,3%,4%,-46%,2%,1%
Nc1nc(NCCN2CCOCC2)nc(NCc2ccccc2)c1[N+](=O)[O-],-1.4%,-1%,-3%,-4%,-1%,2%[7.67 µM],-8%,-1%
Cc1ccc(-c2nnc3ccccc3c2C(=O)Nc2cccc(Cl)c2)cc1,1.4%,4%,0%,-2%,x,x,-3%,x
COc1cccc(CNC(=O)c2cccc(N3CCCS3(=O)=O)c2)c1,1.8%,-3%,1%,-2%,x,x,-8%,x
C/C=C/C(=O)N1CC2(CC(c3cccc(NC(=O)COc4ccc(Cl)cc4)c3)=NO2)C[C@@H]1C(N)=O (stereo not given in full),-3.2%,6%,-5%,2%,25%,4%,-5%,12%
O=C(Nc1nnc(C23CC4CC(CC(C4)C2)C3)s1)c1ccco1,0.0%,-9%,-3%,-8%,9%,-9%[46.1 µM],-8%,0%
CCOc1ccc(CCNC(=O)c2cc3ccccn3n2)cc1OCC,-1.0%,-10%,-2%,0%,-1%,-5%[46.1 µM],-10%,-1%
NN1C(=O)/C(=C\c2ccco2)SC1=S,1.5%,-1%,-16%,u,x,1%,u,-10%
COc1ccc(C(=O)C2CCCN(Cc3c[nH]c4ccccc34)C2)c(OC)c1 (stereo not given),2.4%,-2%,-3%,3%,6%,7%,-18%,4%
O=C(c1ccc(-c2ccc([N+](=O)[O-])cc2)o1)N1CCCCC1,-0.9%,5%,-3%,0%,-27%,-25%,-22%,9%
Cc1ccc(S(=O)(=O)N2C3C=CC(C3)C2C(=O)O)cc1 (stereo not given),0.9%,-7%,1%,-1%,1%,2%[46.1 µM],-4%,-4%
O=C1C=CC2C(c3ccc4c(c3)OCO4)CC1N2Cc1ccccc1 (stereo not given),1.1%,0%,3%,3%,-8%,2%,3%,2%
Cc1cc2ccccc2c(=O)n1CC(=O)NCC(=O)N1CCCC(C)C1 (stereo not given),0.7%,1%,-4%,-1%,-6%,-5%[46.1 µM],-5%,5%
CC(C)n1nnnc1SCC(=O)N1CCN(C(=O)c2ccco2)CC1,0.0%,-14%,-1%,-4%,14%,-5%[46.1 µM],-1%,3%
CN(Cc1cnn(C)c1)S(=O)(=O)c1cccc([N+](=O)[O-])c1,-1.3%,-3%,-3%,0%,3%,12%,5%,-1%
COc1ccc(NC(=O)CO/N=C2/CCCc3nonc32)c(OC)c1,0.0%,12%,-1%,4%,12%,16%,1%,-2%
Cc1ccc(NC(=O)Cn2c(=O)n(Cc3nc(C)no3)c(=O)c3cc4c(cc32)OCO4)cc1,-1.9%,-4%,0%,-1%,x,x,-9%,x
Cc1cc(N)n(-c2ncnc3scc(-c4ccc(Cl)cc4)c23)n1,-2.0%,-14%,2%,11%,5%,-4%[46.1 µM],-21%,8%
Cc1cc(C(C)(C)C)oc1C(=O)N(CC(=O)NC1CCCC1)Cc1ccc(Cl)cc1,-1.1%,-2%,-2%,1%,1%,u,-15%,2%
NCCc1nnc(SCc2ccccc2F)o1,0.2%,-4%,-1%,-6%,-3%,-1%[46.1 µM],6%,10%
CCCN1CC(CSC)C[C@H]2c3cccc4[nH]cc(c34)C[C@H]21 (stereo not given in full),6.7%,2%,-1%,1%,0%,x,-16%,10%
CCOC(=O)C(=CNc1cc(C)ccc1-n1cccc1)C(=O)OCC,0.0%,2%,-4%,2%,4%,u,6%,6%
CC(C)C(NC(=O)c1ccccc1F)C(=O)NCCc1ccccn1 (stereo not given),3.5%,1%,-4%,-1%,-1%,6%,0%,-1%
COc1c(C)cc(C(=O)C2CCCN(C(=O)C3=C(C)OCCO3)C2)cc1C (stereo not given),1.2%,-8%,-5%,1%,5%,-4%,16%,-9%
CCOC(=O)Cc1c(C)nc2cc(-c3ccc(C)cc3)[nH]n2c1=O,1.1%,1%,-2%,u,0%,-19%[46.1 µM],-9%,2%
CCC(C)Sc1cc(C(F)(F)F)c(C(=O)Nc2ccc(Cl)cc2)cn1 (stereo not given),-0.3%,3%,-2%,-15%,u,u,-17%,-19%
CCNC(=S)Nc1cc(OCC)c(NC(=O)c2cccs2)cc1OCC,1.0%,-3%,u,1%,-6%,-3%,-20%,-13%
COC(=O)c1cn(NC(=O)c2cccc(OC)c2)c(=O)c2ccccc12,-2.3%,-6%,-3%,5%,-2%,-6%[46.1 µM],-3%,-8%
O=C(Nc1ccc(Cl)c(Cl)c1)OCc1cccnc1,-9.5%,-9%,1%,14µM*,10%,-4%[46.1 µM],u,-2%
Cc1sc2ncnc(Nc3ccc(N4CCOCC4)cc3)c2c1-c1ccccc1,-0.9%,5%,-3%,6%,-3%,-29%[46.1 µM],u,-10%
CCC(C)[C@H](N)c1nnc(SCC(=O)Nc2cccc(Cl)c2)o1 (stereo not given in full),0.8%,2%,1%,-3%,9%,-2%[46.1 µM],-10%,1%
Cc1c(-c2ccc(Cl)cc2)c(=O)oc2c(CN3CCN(C)CC3)c(O)ccc12,5.5%,0%,0%,-2%,x,x,-2%,x
CCOC(=O)c1sc(=S)n(-c2cc(OC)ccc2OC)c1N,0.0%,-12%,-4%,u,7%,-8%[46.1 µM],-18%,3%
CCC1(N(C(C)=O)c2ccc(OC)cc2)C(=O)c2ccccc2C1=O,-0.2%,-4%,0%,1%,8%,-2%[46.1 µM],0%,3%
COc1ccc(Br)cc1CNc1ccc(O)cc1,u,8.9µM*,u,25µM*,u,-16%[46.1 µM],u,-1%
CNC(=S)N(Cc1cccs1)Cc1cc2cc(OC)c(OC)cc2[nH]c1=O,0.0%,-4%,-1%,5%,-1%,-1%,-12%,19%
CCN(CC)S(=O)(=O)c1ccc2c(c1)N(CC(=O)NCCc1ccccc1)C(=O)CO2,-1.1%,-6%,-5%,8%,x,x,-16%,x
COc1ccc(-c2nc3cc(NC(=O)CSc4ccc(C)cc4)ccc3o2)cc1,1.6%,5%,4%,u,x,x,-23%,x

A different layout for some results above.
CNC(=S)N(Cc1cccs1)Cc1cc2cc(OC)c(OC)cc2[nH]c1=O
  Epigenetic reg = 0.0%
  TRb SRC2 PPI = -4%
  TR SRC2 fluor cs = -1%
  Tau fibril FP = 5%
  CBFb-RUNX1 inh = -1%
  NPSR antagonist = -1%
  Tau fluor cs = -12%
  GLA spleen mod = 19%

CCN(CC)S(=O)(=O)c1ccc2c(c1)N(CC(=O)NCCc1ccccc1)C(=O)CO2
  Epigenetic reg = -1.1%
  TRb SRC2 PPI = -6%
  TR SRC2 fluor cs = -5%
  Tau fibril FP = 8%
  CBFb-RUNX1 inh = x
  NPSR antagonist = x
  Tau fluor cs = -16%
  GLA spleen mod = x

COc1ccc(-c2nc3cc(NC(=O)CSc4ccc(C)cc4)ccc3o2)cc1
  Epigenetic reg = 1.6%
  TRb SRC2 PPI = 5%
  TR SRC2 fluor cs = 4%
  Tau fibril FP = u
  CBFb-RUNX1 inh = x
  NPSR antagonist = x
  Tau fluor cs = -23%
  GLA spleen mod = x

From PubChem BioAssay

These rows are one share of the data (hit frequency here may not be typical).
